PhoP inhibition – PhoP-dependent GFP reporter repression – Salmonella Typhimurium, primary screen (AID 1863). one-dose inhibition, % at 50 µM; IC50 in µM for titrated hits. 300,000 tested, 0.16% active. S. Typhimurium PhoP-regulated promoter GFP reporter, 4 h; higher % means a stronger effect;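 active means inhibition over 29.93%, a cutoff 3 SD above the screen mean, later confirmed by dose response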;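 further: 0% = low Mg2+ inducing control and 100% = high Mg2+ repressing control; strong numbers were not always called active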
T cell HTS – T cell immune modulators affecting CD8 T cell-vesicle binding | 330,000 tested, 0.068% active | AID 2052 | calls only at 7 µM | 2C CD8+ T cell-vesicle binding, flow cytometry; stronger effect = lower value;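 active means response, share of CD8 T cells binding vesicles, and their 90th percentile fluorescence all below set limits, cut at about 80% in these data, passing the limit was not always enough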
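incubation = binding step 1.5 h, 37 °C, antibody labelling 20 min, ice | test system = 2C mouse CD8+ T cells | read-out basis = percent CD8+ FL2 mean versus row control | controls = Peptide-free naked vesicles (low) and QL9 vesicles with 0.7% DMSO vehicle (high) | detection = flow cytometry of vesicle-bound cells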
UTI89 phage lysis – inhibition of K1F phage lysis, E. coli UTI89, bacterial capsule biogenesis inhibitors, alamar blue (AID 488966); inhibition, % at 100 µM; hits with a dose series show IC50 in µM; 340,000 tested, 0.02% active; E. coli UTI89 K1F phage lysis, alamar blue, 2 h; higher % means a stronger effect;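 active means phage lysis inhibition, versus mean bacterial control, above a set limit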;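 further: capsule biogenesis inhibitors block K1F phage lysis so surviving cells raise fluorescence; higher fluorescence means more inhibition of phage lysis; actives were called in the ten point dose series up to 300 µM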
NTR1 agonist – agonists of NTR1, primary screen, imaging, U2OS cells, beta-arrestin-GFP, high content (AID 493036) | P30989 | NTR1-U2OS beta-arrestin-GFP spot imaging, agonist mode | activation, % at 20 µM | 330,000 tested, 0.17% active;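 active means activation at or above 40% of the spot to cytoplasm intensity ratio, with at least 20 cells analyzed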;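 further: 0% = DMSO without peptide and 100% = 100 nM NTR1 peptide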
Target sequence (P30989 whole entry, looked up): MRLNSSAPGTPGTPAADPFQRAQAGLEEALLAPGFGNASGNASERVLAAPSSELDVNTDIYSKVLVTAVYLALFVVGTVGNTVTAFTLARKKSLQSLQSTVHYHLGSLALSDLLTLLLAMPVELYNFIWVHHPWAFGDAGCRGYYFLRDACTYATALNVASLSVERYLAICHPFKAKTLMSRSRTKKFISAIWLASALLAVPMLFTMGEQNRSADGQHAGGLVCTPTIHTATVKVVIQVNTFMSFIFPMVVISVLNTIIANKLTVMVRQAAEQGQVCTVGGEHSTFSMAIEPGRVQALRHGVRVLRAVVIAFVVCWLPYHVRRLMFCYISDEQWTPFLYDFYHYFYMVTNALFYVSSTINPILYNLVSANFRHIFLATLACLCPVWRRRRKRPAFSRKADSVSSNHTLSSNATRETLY
RSV CPE inhibition – RSV antiviral activity via CPE protection, HEp-2 cells, primary 10 µM value included (AID 2391); HEp-2 cells, RSV-induced CPE inhibition; higher % means a stronger effect; CPE inhibition, % at 10 µM; hits with a dose series show IC50 in µM; 310,000 tested, 0.13% active; in the data active means a potency from the dose series; further: strong numbers were not always called active
West Nile virus CPE – West Nile virus antiviral activity, cell-based, CPE readout (AID 1621); West Nile virus-infected cells, CPE inhibition; higher % means a stronger effect; one-dose CPE inhibition, % at 10 µM; IC50 in µM for titrated hits; 290,000 tested, 0.02% active; in the data active means a potency from the dose series; further: strong numbers were not always called active
Dengue-2 NS5 capping – flavivirus cap methylation enzyme inhibition – biochemical, confirmation dose response, primary screen (AID 588689); inhibition, % at 25 µM, or IC50 in µM where a hit was titrated; 340,000 tested, 0.3% active; Dengue-2 NS5 methyltransferase capping enzyme assay, biochemical; higher % means a stronger effect; in the data active means a potency from the dose series
SV40 large T antigen – SV40 large T antigen inhibitors, biochemical (AID 1903); 310,000 tested, 0.39% active; inhibition, % at 20 µM; hits with a dose series show IC50 in µM; SV40 large T antigen ATPase/helicase inhibition assay; higher % means a stronger effect; in the data active means a potency from the dose series; further: strong numbers were not always called active
Rac1 GTP hydrolysis – MgcRacGAP GTPase-activating activity inhibitors, confirmation, biochemical, ADP Hunter fluorescence. inhibition, % at 30 µM; hits with a dose series show IC50 in µM. 340,000 tested, 0.6% active. MgcRacGAP-stimulated Rac1 GTP hydrolysis, ADP Hunter fluorescence; higher % means a stronger effect; GST-tagged Rac1 F28L mutant substrate;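 active means first-screen hits whose inhibition reached a set limit at any dose in the follow-up dose series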;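 further: fluorescence reports GDP produced by GAP-driven GTP hydrolysis; strong numbers were not always called active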
T cell HTS vesicle-bound % – recorded beside T cell HTS, whose call it bears; double positive events, %; measured here: CD8+ vesicle-bound cell fraction;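 binding gate set so that unloaded-vesicle control wells show 10% double positive cells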
NTR1 agonist cell count 20 µM – recorded beside NTR1 agonist, whose call it bears; cell count; measured here: cell count, cytotoxicity flag
Dengue-2 NS5 capping pilot replicate – further read-out of Dengue-2 NS5 capping, marked with its call; inhibition, %; measured here: pilot screen replicate inhibition
An asterisk follows results filed as active; i = inactive; / = not tested or not shown; [ ] = remark or other dose.

SMILES	PhoP inhibition	T cell HTS	T cell HTS vesicle-bound %	UTI89 phage lysis	NTR1 agonist	NTR1 agonist cell count 20 µM	RSV CPE inhibition	West Nile virus CPE	Dengue-2 NS5 capping	SV40 large T antigen	Rac1 GTP hydrolysis	others
Cc1ccc(S(=O)(=O)N(Cc2cccc([N+](=O)[O-])c2)C(=O)N2CCN(C)CC2)cc1	/	/	/	0.6%[50 µM]	-1.1	60	/	/	-7%	/	2%
CCOC(=O)Cc1csc(NC(=O)c2ccc3c(c2)OCO3)n1	-2%	i	26	0.8%	0.5	93	0.6%	0.1%	-1%	-7%	14%
O=C1C=C(c2ccc3c(c2)OCO3)C[C@@H](c2ccc(Cl)cc2)C1	/	i	32	1.6%	7.6	74	-0.4%	/	0%	/	9%
N#Cc1c(-c2ccccc2)nc2n(-c3ccccc3)nc(C(=O)Nc3ccccc3)n2c1=O	-8%	i	14	1.8%	0.5	49	4.7%	-0.4%	-4%	-2%	1%
C=CCn1c(SCc2nc3c(c(=O)[nH]c(=O)n3CCCC)n2CCC)nnc1-c1ccccc1	21%	i	37	0.9%	-1.4	35	0.7%	-0.2%	-6%	25%	8%
O=C1Nc2cc(C(=O)NCCCN3CCOCC3)ccc2S/C1=C/c1cccc(Cl)c1	-4%	i	9	-0.2%	44*	56*	-2.1%	12%	5%	7%	-6%
CC(C)c1ccccc1NC(=O)CNCCc1ccc(C(F)(F)F)cc1	3%	i	22	-1.2%[50 µM]	7.1	58	1.8%	-0.8%	0%	3%	23%
CN(C)c1ccc(CN(CC2CCCO2)C(=O)c2cc3ccccc3o2)cc1 (stereo not given)	/	/	/	1.1%[50 µM]	-0.3	55	/	/	-1%	/	11%
COc1ccc(NC(=O)N/C=C/c2ccccc2)cc1	5%	i	38	-0.3%	0.0	67	1.7%	0.3%	-9%	8%	2%
C/C(=N\NC(=O)c1cc(-c2ccc(Cl)s2)[nH]n1)c1ccncc1	-1%	i	28	0.1%	0.4	38	13%	1.7%	-9%	8%	8%
COc1ccc(N2C(=O)CCC(C(=O)N3CCC(C(N)=O)CC3)C2c2ccc(F)cc2)cc1 (stereo not given)	0%	i	44	0.7%	-0.4	87	0.5%	0.1%	2%	12%	7%
CCOc1ccc(NC(=O)CCC(=O)NNC(=O)NC2CCCCC2)cc1	-2%	i	66	0.6%[50 µM]	-0.3	73	2.2%	-0.3%	-8%	7%	2%
Cc1ccc2oc(C(=O)NCc3ccccc3)cc(=O)c2c1	-8%	i	64	0.2%	1.6	111	5.3%	-0.2%	-4%	7%	/
Cc1sc2nc(SCC(=O)c3cc(C)n(CC4CCCO4)c3C)n(C(C)C)c(=O)c2c1C (stereo not given)	-3%	i	59	2.3%	9.2	89	1.9%	-0.5%	0%	25%	6%
O=C(Nc1ccccc1)c1ccco1	-5%	i	56	0.5%	0.3	65	2.5%	-0.8%	-1%	20%	6%
CN(CC(=O)Nc1cccc(F)c1)C(=O)CN1C(=O)NC2(CCCCC2)C1=O	9%	i	/	1.1%[50 µM]	-0.1	62	-0.3%	/	6%	15%	0%
Cc1ccc(S(=O)(=O)N2CCOCC2)cc1C(=O)Nc1c(C)n(C)n(-c2ccccc2)c1=O	0%	i	46	-0.8%	1.2	86	-1.3%	1.3%	1%	6%	5%
COc1ccc([N+](=O)[O-])cc1NC(=O)CC(C)c1ccccc1 (stereo not given)	-3%	i	26	1.6%	-2.0	89	5.1%	-0.4%	1%	24%	14%
O=C(Nc1ccsc1C(=O)O)c1ccc(Cl)cc1	-1%	i	10	-0.2%	-0.8	105	2.5%	0.2%	-6%	5%	9%
N#Cc1c(NC(=O)CCC(=O)O)sc2c1CCCC2	-8%	i	20	1.8%	0.4	43	2.0%	0.1%	1%	53%	7%
CCCC(=O)NC(Nc1cc(C(F)(F)F)ccc1Cl)C(Cl)(Cl)Cl (stereo not given)	-5%	i	41	-0.3%	12	89	5.1%	-1.6%	2%	2%	6%
CC1CN(C(=O)Cn2cnc3c2c(=O)n(C)c(=O)n3C)CC(C)O1 (stereo not given)	5%	i	39	6.7%	1.9	67	1.6%	0.2%	3%	2%	-5%
COc1ccc(CNC(=O)CSc2nnnn2Cc2ccccc2)cc1	-3%	i	55	i	-0.8	46	1.8%	0.1%	3%	9%	2%
COc1ccc(OC)c(Nc2nc(-c3cccs3)cs2)c1	24%	i	20	1.6%	12	52	81%	-0.3%	13%	13%	12%
O=C(Nc1ccccc1)c1ccccc1OCc1cccc([N+](=O)[O-])c1	-11%	i	17	0.2%	0.4	83	0.4%	-0.7%	0%	14%	13%

Part of the list above in order of SMILES length, low to high:
SMILES	PhoP inhibition	T cell HTS	T cell HTS vesicle-bound %	UTI89 phage lysis	NTR1 agonist	NTR1 agonist cell count 20 µM	RSV CPE inhibition	West Nile virus CPE	Dengue-2 NS5 capping	SV40 large T antigen	Rac1 GTP hydrolysis	others
O=C(Nc1ccccc1)c1ccco1	-5%	i	56	0.5%	0.3	65	2.5%	-0.8%	-1%	20%	6%
Cc1ccc2oc(C(=O)NCc3ccccc3)cc(=O)c2c1	-8%	i	64	0.2%	1.6	111	5.3%	-0.2%	-4%	7%	/
COc1ccc(CNC(=O)CSc2nnnn2Cc2ccccc2)cc1	-3%	i	55	i	-0.8	46	1.8%	0.1%	3%	9%	2%
CCCC(=O)NC(Nc1cc(C(F)(F)F)ccc1Cl)C(Cl)(Cl)Cl (stereo not given)	-5%	i	41	-0.3%	12	89	5.1%	-1.6%	2%	2%	6%
CN(CC(=O)Nc1cccc(F)c1)C(=O)CN1C(=O)NC2(CCCCC2)C1=O	9%	i	/	1.1%[50 µM]	-0.1	62	-0.3%	/	6%	15%	0%

Next entries:
SMILES	PhoP inhibition	T cell HTS	T cell HTS vesicle-bound %	UTI89 phage lysis	NTR1 agonist	NTR1 agonist cell count 20 µM	RSV CPE inhibition	West Nile virus CPE	Dengue-2 NS5 capping	SV40 large T antigen	Rac1 GTP hydrolysis	others
COc1cc(/C=C/C(=O)N2CCOCC2)ccc1OCc1ccccc1	-5%	i	19	-4.1%	-1.3	81	2.2%	-1.2%	-3%	4%	10%
O=S(=O)(c1ccc2c(c1)C(O)c1ccccc1CC2)C(F)(F)F (stereo not given)	/	i	13	-6.0%	1.0	57	3.5%	/	2%	/	-2%
CC(=O)c1c(C)[nH]c(C(=O)OCC(=O)N2CCN(S(=O)(=O)c3ccc(C)cc3C)CC2)c1C	29%	i	31	2.6%	0.9	56	9.7%	0.9%	-13%	-4%	7%
CSc1nsc(SCC(=O)Nc2nncs2)n1	1%	i	45	0.5%	-1.1	64	-0.4%	1.2%	-4%	12%	8%
Cc1ccc(S(=O)(=O)Nc2ccccc2C(=O)N2CCOCC2)cc1	7%	i	6	0.2%	0.7	40	-1.0%	0.1%	-1%	-12%	-4%
COc1ccc(N/C(=N\c2nc(C)cc(C)n2)NC(=O)C(C)C)cc1OC	-1%	i	49	2.8%	1.2	61	2.1%	0.1%	-5%	12%	10%
CC1CCN(S(=O)(=O)c2ccc(Br)s2)CC1	21%	i	22	0.3%	2.7	40	0.1%	-0.3%	-12%	1%	-2%
CCC(C(=O)NCCC1=CCCCC1)n1nc(C)c2c(C)n(-c3ccccc3)nc2c1=O (stereo not given)	13%	i	22	-0.2%	1.2	72	/	0.0%	2%	1%	7%
COc1ccc(C(=O)O/N=C(\N)c2ccccn2)c(OC)c1	-2%	i	37	-0.9%	-1.3	55	1.4%	-0.1%	3%	8%	1%
O=C1CC(C(=O)N2CCc3ccccc32)CN1c1cccc(C(F)(F)F)c1 (stereo not given)	/	i	39	0.6%[50 µM]	2.0	51	0.1%	/	-2%	/	1%
COc1ccc(Nc2nc(-c3sc(NC(C)=O)nc3C)cs2)cc1	1%	i	46	/	0.2	39	2.1%	/	/	25%	/
O=C(O)CSC(=S)N1CCCC1	-8%	i	16	1.2%[50 µM]	4.6	55	-0.2%	0.5%	-9%	26%	0%
COC(=O)c1cc(S(=O)(=O)N2CCN(c3cccc(C)c3)C(C)C2)c[nH]1 (stereo not given)	-6%	i	28	0.4%	0.8	48	1.3%	-0.3%	-6%	7%	-3%
CCN(CC)C(=O)CSc1n[nH]c(=O)n1CCc1ccccc1	3%	i	22	0.2%	-0.8	54	-0.3%	0.2%	1%	10%	-6%
Cc1sc2nc(COC(=O)c3ccc(N4CCCC4)c([N+](=O)[O-])c3)[nH]c(=O)c2c1C	-17%	i	46	5.9%	-1.0	59	1.7%	-0.1%	7%	21%	10%
CCCCOc1ccc(C(=O)NCC(=O)NC(C)CCc2ccccc2)cc1 (stereo not given)	-2%	i	4	0.8%	2.0	61	0.6%	-0.9%	-3%	2%	4%
COc1ccc(OC)c(S(=O)(=O)N2c3cc(F)ccc3CCC2C)c1 (stereo not given)	13%	i	28	8.5%	3.1	54	0.3%	-0.6%	-2%	14%	2%
Cc1ccc(SCC(=O)OCC(=O)NCCC2=CCCCC2)cc1	2%	i	47	0.2%[50 µM]	-0.7	49	0.0%	/	1%	4%	1%
Cc1c(Cl)cccc1NC(=O)CC(C(=O)O)C1CCCO1 (stereo not given)	3%	i	36	0.6%	0.9	90	8.8%	-0.4%	8%	2%	4%	Dengue-2 NS5 capping pilot replicate=6.4
CCOC(=O)c1c(NC(=O)CSc2nnc(-c3ccc(C)cc3)o2)sc(C(C)=O)c1C	-4%	i	6	0.4%	-0.1	57	17%	1.2%	-1%	-2%	4%
O=C(Nc1nnc(S(=O)(=O)N2CCCCCC2)s1)c1ccccc1F	/	i	21	-0.1%	2.0	43	8.2%	-0.4%	4%	/	7%
O=C(Nc1ccc(NC(=O)C2CC2)nc1)c1ccco1	3%	i	56	7.2%	2.4	59	0.7%	0.0%	-2%	4%	5%
Cc1cc(C)n(C(=O)CNC(=O)c2cccs2)n1	-5%	i	44	1.9%	1.9	72	2.5%	0.0%	-2%	7%	0%
CC(C)[C@@H](CSc1ccccc1)N1CCN(Cc2ccccc2)CCC1=O	/	i	8	-0.1%	-0.1	67	-0.4%	-0.5%	-2%	18%	1%
CC(C)CCNC(=O)CCNS(=O)(=O)c1ccc(Cl)cc1	11%	i	58	1.7%	-0.1	52	0.1%	0.2%	-4%	6%	-3%
CCOC(=O)c1cc(-c2ccccc2)n(Cc2cc(CC)no2)n1	/	i	6	0.9%	-0.4	85	2.1%	/	-4%	1%	5%
Cc1cccc(-c2n[nH]c(=S)n2/N=C/c2ccc(C)o2)c1	-17%	i	13	0.4%[50 µM]	1.2	59	3.4%	0.7%	1%	23%	14%
COc1cc(OC)c2c3c(c(C4CCCCC4)nc2c1)CCC3	-6%	i	29	1.0%	25	74	34%	-0.3%	-6%	7%	12%
COc1ccc(N2CCN(S(=O)(=O)CCNC(=O)COc3cccc(OC)c3)CC2)cc1	-4%	i	15	2.5%	-1.3	54	2.1%	-0.2%	2%	8%	4%
COc1cccc(CNn2c(-c3cccc(C)c3)nc3ccccc3c2=O)c1	-4%	/	/	0.4%	5.3	42	6.5%	-0.5%	1%	1%	9%

Screens: PubChem, several laboratories
